Bioassay records from PubChem BioAssay.
E coli growth = counter-screen for AddAB inhibitors: E. coli growth inhibition. E. coli V3065 growth, OD600 absorbance, 18 h. inhibition, % at 11.9 µM. 330,000 tested, 0.27% active. AID 449728;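 active = inhibition above the campaign's mean inhibition across all tested compounds plus 3 SD, cut at about 9.9% in these data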;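 also: uninfected addAB+ strain grown without phage in ampicillin broth; 0% = DMSO wells and 100% = ciprofloxacin 0.95 µg/ml wells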
PKA-R1A activ = activates the PKA-R1A holoenzyme complex | PKA-R1A dissociation, Cy5-IP20 fluorescence polarization; scaled: DMSO 0%, 113 µM cGMP 100% | activation, % at 11.4 µM | P00514+P68181 | 340,000 tested, 0.083% active | AID 504707;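 active = percent activation above the mean of all tested compounds plus 3 SD, cut at about 19% in these data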;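 also: higher means more PKAc released from R1A so a rise in polarization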
PKA-R2B activ = PKA-R2B complex activation; P22694+P31323; PKA-R2B holoenzyme dissociation, Cy5-IP20 fluorescence polarization; R2B truncated from residue 108, S112A mutant; 0% DMSO only, 100% 113 µM cGMP; activation, % at 11.4 µM; 340,000 tested, 0.079% active; AID 504700;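 active = activation above a cutoff set at the mean over all compounds plus 3 SD, cut at about 18% in these data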;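 also: higher means more holoenzyme dissociation and a rise in polarization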
Target sequence (P31323 whole entry, looked up, other chains not shown, the tested form may be a part): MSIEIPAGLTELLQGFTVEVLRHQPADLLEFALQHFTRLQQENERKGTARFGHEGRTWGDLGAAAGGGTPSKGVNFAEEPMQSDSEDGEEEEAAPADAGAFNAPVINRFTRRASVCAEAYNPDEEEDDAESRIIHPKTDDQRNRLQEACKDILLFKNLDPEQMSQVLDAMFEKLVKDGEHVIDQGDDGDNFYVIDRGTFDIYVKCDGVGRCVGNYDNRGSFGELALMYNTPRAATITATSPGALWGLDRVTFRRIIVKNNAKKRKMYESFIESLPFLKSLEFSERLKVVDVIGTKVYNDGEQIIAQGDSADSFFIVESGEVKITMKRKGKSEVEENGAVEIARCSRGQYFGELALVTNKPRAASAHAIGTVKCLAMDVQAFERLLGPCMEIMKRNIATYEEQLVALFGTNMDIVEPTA
Tat export inh = E. coli Tat transport inhibition | inhibition, % at 10 µM | 340,000 tested, 0.036% active | E. coli MC4100 TorA-mCherry Tat export, fluorescence;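 active = mean replicate inhibition at least 50% and at least half of replicates individually reaching 50%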;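 also: exported cargo escapes ClpAP degradation while cytoplasmic cargo is degraded and loses fluorescence; 0% = median of neutral control wells and 100% = median of NaSCN control wells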
HTR5A inv ag = counter-screen for OPRM1-OPRD1 inverse agonists: human HTR5A inverse agonism; P47898; HTR5A cell line, luminescence; inhibition, % at 9.3 µM; 340,000 tested, 0.083% active; AID 504634; in the data active = inhibition mostly above about 23%, no sharp cut-off; inactive = mostly below about 18%;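 also: 0% = cells with DMSO and 100% = no-cell wells with DMSO; some compounds called inactive have numbers as strong as hits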
AddAB inh = less growth of phage-infected E. coli with AddAB | 330,000 tested, 0.29% active | inhibition, % at 11.9 µM | AID 435030 | E. coli expressing H. pylori AddAB, absorbance growth; in the data active = inhibition above about 12%;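 also: 0% = vehicle wells of infected cells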
HTR5A ag = counter-screen for OPRM1-OPRD1 agonists: human HTR5A agonism | AID 504692 | 340,000 tested, 0.61% active | HTR5A agonist assay, luminescence, cell-based | P47898 | activation, % at 9.3 µM; in the data active = activation mostly above about 9.5%, no sharp cut-off; inactive = mostly below about 7.6%;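 also: 0% = cells with vehicle only and 100% = reference agonist; strong numbers were not always called active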
Mot1-301 SUMO = inhibitors of SUMOylation pathway: yeast Mot1-301 growth rescue; S. cerevisiae Mot1-301 growth rescue, ATP luminescence, 38.5C; percent above DMSO median, 100 means doubled; 320,000 tested, 1% active; growth rescue, % at 18.8 µM;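 active = every valid replicate shows activation above 250% relative to neutral control wells; inactive = the rest, any valid replicate at or below 250%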;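 also: OY570 slx delta 5 strain wells were the positive control but not used for scaling; some compounds called inactive have numbers as strong as hits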
DAGLB inhibitor = diacylglycerol lipase beta (human) inhibition; HEK293T DAGLB membrane lysate, EnzChek fluorogenic substrate; inhibition, % at 5.17 µM; 340,000 tested, 0.059% active; AID 504411; in the data active = inhibition above about 34%;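 also: 0% = enzyme with vehicle and 100% = wells lacking enzyme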
phage Ecoli inh = E. coli growth loss with phage present; growth absorbance; inhibition, % at 11.9 µM; 360,000 tested, 0.26% active; AID 651602; in the data active = inhibition above about 11%
CDK5 inh = blocks human CDK5/p35 kinase activity. Recombinant CDK5/p35, ADP-Glo luminescence, 60 min. Q00535+Q15078. AID 488839. 330,000 tested, 0.01% active. inhibition, % at 10 µM;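 active = highest replicate inhibition of at least 50% and at least 75% of replicates reaching 50%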;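 also: plate controls were DMSO neutral control for no effect and GW8510 at 10 µM for full effect; many of its hits are not listed in these tables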
Target sequence (Q00535 whole entry, looked up): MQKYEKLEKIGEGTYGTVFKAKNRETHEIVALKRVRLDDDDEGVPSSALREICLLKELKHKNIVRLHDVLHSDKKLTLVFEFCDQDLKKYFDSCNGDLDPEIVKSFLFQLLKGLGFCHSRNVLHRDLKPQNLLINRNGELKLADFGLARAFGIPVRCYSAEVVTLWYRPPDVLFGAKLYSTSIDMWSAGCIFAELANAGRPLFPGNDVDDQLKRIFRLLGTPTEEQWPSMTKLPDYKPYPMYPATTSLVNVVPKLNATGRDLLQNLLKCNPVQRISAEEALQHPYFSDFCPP
Target sequence (Q15078 whole entry, looked up): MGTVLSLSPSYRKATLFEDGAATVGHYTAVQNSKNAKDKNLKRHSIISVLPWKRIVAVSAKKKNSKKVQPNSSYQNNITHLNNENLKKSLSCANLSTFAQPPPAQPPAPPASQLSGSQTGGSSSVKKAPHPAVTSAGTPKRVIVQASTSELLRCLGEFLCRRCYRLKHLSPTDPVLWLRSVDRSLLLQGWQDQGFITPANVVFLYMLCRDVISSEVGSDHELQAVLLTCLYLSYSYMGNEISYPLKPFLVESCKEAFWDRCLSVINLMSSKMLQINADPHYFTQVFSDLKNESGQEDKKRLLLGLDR
* marks the source's active call; other numbers are inactive results; . = not tested or not shown.

item	Compound	Mot1-301 SUMO	E coli growth	PKA-R1A activ	CDK5 inh	Tat export inh	phage Ecoli inh	DAGLB inhibitor	HTR5A inv ag	AddAB inh	HTR5A ag	PKA-R2B activ
1	CC1(C)CC(=O)C(c2c[nH]c3ccccc23)C(=O)C1	-20	0.6	-5	-2.7	7	5.5	2	-13	3.2	8	-1
2	C=CCNC(=O)c1cccc2c1C(=O)c1ccc(N3CCCC3)cc1S2(=O)=O	-2	-0.7	12	0.0	1	1.4	-5	-16	2.4	6	-8
3	O=C(OC1CCOC1=O)c1cc(-c2cccs2)nc2ccccc12 (stereo unspecified)	1	-1.1	-6	-0.1	15	1.6	-3	0	-0.8	0	-1
4	COc1ccc(CN2C3CCCC2CC(NC(=O)/C=C/c2ccccc2)C3)cc1 (stereo unspecified)	137	0.3	-8	0.4	0	5.2	-1	0	2.8	1	-1
5	CNc1ccccc1C(C)(C)c1ccn[nH]1	2	-0.9	-3	-0.9	-5	3.5	3	-4	2.6	0	-5
6	O=C(c1ccc2ccccc2c1)C1CCCN(C(=O)c2noc3c2CCCC3)C1 (stereo unspecified)	.	1.6	2	-1.8	9	-1.5	-13	-13	1.9	5	-7
7	C[C@@H]1CN([C@H](C)CO)C(=O)Cc2cc(NC(=O)Nc3ccccc3)ccc2O[C@@H]1CN(C)C(=O)Nc1ccc2c(c1)OCO2	-5	1.0	-1	1.9	-7	2.3	-3	-34	0.1	4	-6
8	COc1ccc(C2NC(=O)C(C)S2)cc1 (stereo unspecified)	0	-1.9	-4	-0.9	-5	1.5	0	-34	1.4	-3	3
9	C#CCSc1ncc(-c2ccccc2)cn1	-2	1.8	-25	1.0	-2	3.6	-9	-2	-0.8	1	2
10	Cc1ccc(-c2nc(CS(=O)CC(=O)NCCN3CCCCCC3)c(C)o2)cc1 (stereo unspecified)	27	0.3	-4	2.2	1	0.6	0	11	0.3	-3	-4
11	O=C(c1cc(-c2ccccc2)on1)N1CCCCCC1	5	0.4	-6	1.2	5	2.8	-1	9	5.4	-3	-15
12	CCOc1ccccc1NC(=O)CCC(=O)Nc1ccc2nc(N3CCN(C)CC3)cc(C)c2c1	30	-3.5	3	0.6	1	-0.8	4	10	0.1	-4	10
13	Cc1cc(-n2c(C)cc(C(=O)CSc3nc4ccccc4c(=O)n3Cc3ccco3)c2C)no1	-3	-0.6	-9	-0.7	-4	3.1	-3	6	1.2	1	2
14	CC(=O)Nc1ccc(CN2CCN(CCc3ccccc3)C(CCO)C2)cc1 (stereo unspecified)	-3	-0.7	-7	0.0	-3	1.8	0	-2	0.1	1	-12
15	CCN(CC)CCN(Cc1cc2cc(C)ccc2[nH]c1=O)C(=S)NCc1ccco1	14	-1.6	-7	-0.5	1	2.7	2	11	2.0	-3	-4
16	O=C(/C=C/c1cccs1)Nc1ccc(Br)cn1	8	-2.3	-2	-2.7	2	4.5	-3	-5	-2.0	2	1
17	COc1ccc(N(C)C(=O)C2CCCN2S(=O)(=O)c2cccc3nsnc23)c(OC)c1 (stereo unspecified)	-4	2.1	-10	-2.2	23	.	4	-10	2.5	3	4
18	O=C(N=Nc1c(O)n(Cc2ccccc2)c2ccccc12)c1cc2ccccc2cc1O	2	0.2	1	1.3	-8	3.5	1	19	2.9	-7	-8
19	O=C(CSc1nnnn1C1CC2CCC1C2)Nc1ccnc2ccccc12 (stereo unspecified)	775*	2.4	-8	1.4	-3	9.9	-3	21	1.4	-1	-6
20	O=C(CCC(=O)N1CCSc2ccccc21)NCc1cccc(Br)c1	7	-0.7	10	0.7	2	2.9	-2	11	4.7	-4	-5
21	COc1ccc(C(=O)NCCCNC(=O)c2ccco2)cc1OC	51	-2.0	-3	0.4	-6	1.2	-3	-15	3.9	2	1
22	O=C1C=CC(=Nc2ccc3c(c2)C(=O)c2ccccc2-3)O1	.	.	9	-4.1	6	-1.0	10	13	.	-4	-4
23	CCCCn1c(N)c(N(CCC(C)C)C(=O)c2ccc3c(c2)OCCO3)c(=O)[nH]c1=O	-1	0.4	3	1.4	-3	4.0	2	-5	-0.5	1	2
24	Cc1ccc(NC(=O)CSc2nnc(-c3ccncc3)n2N)cc1C	9	2.9	-5	-0.9	-4	2.0	0	-15	0.3	-1	-8
25	COc1ccc(C(=O)N2CCC(C(=O)Nc3ccc(OC)c(OC)c3)CC2)cc1	-1	1.2	-17	-0.6	-3	2.7	-1	-3	-1.6	1	-3
26	COC(=O)[C@@H](Cc1c[nH]c2ccccc12)NCc1ccc(B(O)O)cc1	.	.	10	0.2	-9	1.0	-1	-10	.	3	-7
27	O=C(/C=C/c1ccncc1)c1ccc(NC(=O)c2ccccc2F)cc1	26	-1.7	-5	-2.8	-4	.	-2	3	-2.2	-7	-2
28	COc1ccc(Cn2nnnc2C(c2cc3cc(C)cc(C)c3[nH]c2=O)N2CCOCC2)cc1 (stereo unspecified)	.	0.6	-2	1.2	4	0.9	0	-5	-0.8	1	-4
29	COCCN(CCOC)C(=O)CSc1ccc(S(=O)(=O)N2CCN(C)CC2)cn1	1	-1.1	2	0.3	13	3.7	-2	5	-0.7	-2	-16
30	O=C(NCCc1ccc(Cl)cc1)c1ccc2ccccc2n1	110	-0.9	14	-0.2	2	3.0	-11	-20	2.2	7	-4
31	COc1ccc(NC(=O)c2c(C(F)(F)F)nn(C)c2SCc2ccccc2Cl)cc1	501	1.1	-10	-1.3	-1	2.2	-7	8	1.5	4	1
32	CC(=O)N1CCN(C(=O)c2ccc(-c3ccccc3Cl)o2)CC1	-7	-1.4	-11	1.3	-4	3.4	-1	-15	1.4	6	-2
33	O=C(NCCOc1ccccc1)c1n[nH]c(=O)c2ccccc12	-4	0.7	-6	0.0	-3	0.2	0	12	0.1	-4	3
34	Cc1nc2ccccc2c(=O)n1/N=C/c1cccs1	-10	-2.4	1	0.9	0	1.7	1	10	1.6	-4	0
35	Cc1cccc(N2CCN(C(=O)c3c(Cl)cnn3C)CC2)c1C	-10	1.7	-20	-1.5	4	1.7	0	1	0.3	2	-1
36	O=C(Cn1ncc2c3ccccc3n(Cc3cccc(Cl)c3)c2c1=O)NCc1ccccn1	-2	-1.8	-10	-0.3	-5	0.9	-1	2	1.4	0	-2
37	COc1ccc2cc(CCNC(=O)c3ccc(S(=O)(=O)N4CCOCC4)cc3)c(=O)[nH]c2c1	3	1.9	-2	0.0	0	-1.0	-2	-21	4.6	-1	-5
38	c1ccc(-c2nnc(CSc3nnc(-c4ccncc4)n3Cc3ccco3)o2)cc1	547	0.0	1	0.1	1	2.0	-1	-18	1.6	0	-9
39	Cn1c(CNC(=O)c2ccccc2F)nnc1SCC(=O)NCc1ccccc1	16	-1.3	0	-1.0	-2	3.2	-1	3	-3.3	-1	-2
40	COc1cccc(CN(C)C(c2ccccc2)c2ccccc2)c1OC	14	-0.6	2	0.0	6	2.2	-13	-17	2.8	-5	-4
41	Cc1ccc(C)c(NC(=S)c2nc3ccccc3s2)c1	6	-0.9	5	-1.6	-14	1.7	-1	10	3.6	1	2
42	O=C(COC(=O)COc1ccccc1Cc1ccccc1)Nc1cccnc1Cl	12	-0.9	1	0.1	17	-1.0	-6	-1	-0.3	0	-20
43	CCOc1ccc2nc(N/C(N)=N/C(=S)Nc3cccc(OC)c3)nc(C)c2c1	-10	0.6	2	0.2	3	0.7	-3	19	-0.9	4	-14
44	O=C(CSc1nnc2ccccn12)c1ccccc1	-5	0.3	-2	-0.3	2	1.1	-3	11	2.5	-4	3
45	Cc1cc(=O)n(C(NC(=O)c2ccccc2)C(=O)c2ccccc2)cn1 (stereo unspecified)	1	2.5	1	-1.1	0	1.0	-4	-21	1.3	8	-6
46	O=C(C[C@@H]1C/C=C\C[C@H](NC(=O)OCC2c3ccccc3-c3ccccc32)C(=O)OC[C@H]2CCCN2C1=O)N[C@H](CO)Cc1ccccc1	4	-3.9	0	0.2	10	-1.5	3	-2	1.7	1	-7
47	Cc1ccccc1C(=O)NC1CCN(C(=O)Nc2ccccc2Cl)CC1	52	1.9	-15	2.0	-8	3.3	3	-3	-1.3	1	-5
48	O=C(N/N=C/c1cc2c(cc1[N+](=O)[O-])OCO2)c1ccccn1	9	-1.8	0	1.9	-7	0.3	0	21	-0.1	-7	-9
49	CC(NC(=O)C(=O)N/N=C/c1ccc(Cl)cc1)c1ccccc1 (stereo unspecified)	.	1.1	-6	-0.1	-2	1.6	0	3	2.2	-3	-13
50	CC(C)Cc1ccc(CN2CCCC(NC(=O)CSc3nncn3C)C2)cc1 (stereo unspecified)	-13	3.6	6	-2.1	-2	0.1	1	-10	-0.9	3	-1
51	N#Cc1c(-c2ccccc2)nc(N2CCCCCC2)[nH]c1=O	-3	-0.2	-5	-0.9	0	1.3	-4	-10	2.6	3	-7
52	O=C(c1ccc(COc2c(F)c(F)c(F)c(F)c2F)o1)N1CCN(Cc2ccc3c(c2)OCO3)CC1	49	0.9	-6	0.7	13	2.2	-5	-14	-0.1	5	-7
53	COCCNC(=O)C(c1ccc(C)o1)N(C(=O)Cn1nnc2ccccc21)c1ccccc1 (stereo unspecified)	-3	-0.8	0	0.0	-1	5.7	-1	2	4.7	4	-12
54	Cc1nnc(SCC(=O)NC2CCCc3c2cnn3-c2ccc(F)cc2F)o1 (stereo unspecified)	-2	-0.8	-4	1.7	2	0.9	-2	-17	-0.1	2	-2
55	Cc1ccc(NS(=O)(=O)c2cc(C(=O)N(C)C3CCN(C)CC3)ccc2Cl)cc1Cl	11	-1.9	12	0.7	1	8.8	-2	10	0.8	2	6
56	CCOc1ccc(S(=O)(=O)N(CC(=O)NCc2ccncc2)c2ccc(C)cc2)cc1	12	2.1	1	-0.8	5	2.4	0	0	5.7	1	3

Next structures.
item	Compound	Mot1-301 SUMO	E coli growth	PKA-R1A activ	CDK5 inh	Tat export inh	phage Ecoli inh	DAGLB inhibitor	HTR5A inv ag	AddAB inh	HTR5A ag	PKA-R2B activ
57	CCCCCCC1(C)NC(=O)N(C(C)C(=O)Nc2ccc(N3CCOCC3)cc2)C1=O (stereo unspecified)	-8	1.2	-6	-1.2	-14	0.0	1	-2	1.2	1	-11
58	CN(Cc1ccccc1)C(=O)c1cccc(NC(=O)c2ccco2)c1	-6	0.8	-3	-0.5	-3	2.3	-1	-14	3.2	6	-7
59	Cc1cc(-c2ccccc2)nc2oc3c(c12)NC(=O)CN(c1ccccc1)C3=O	95	-0.9	3	-0.9	-6	3.5	-5	-22	-2.8	6	4
60	COc1ccc2c(c1)c(C(C)=O)c(C)n2-c1ccc(C(C)=O)cc1	.	.	0	-0.9	-7	1.1	1	3	.	-1	0
61	CCC(C)c1ccccc1OCCCCN1CCCC1 (stereo unspecified)	6	-1.4	8	-0.4	-1	3.1	3	-12	0.7	-1	6
62	CCn1c(COc2ccc(C)cc2)nnc1SCc1nc2ccccc2[nH]1	-11	0.2	-3	-1.5	1	0.2	0	10	2.8	3	7
63	CCOc1ccc(/C=N/N2C(C)CCCC2C)cc1 (stereo unspecified)	8	0.5	7	0.3	-10	0.9	-2	-22	1.5	6	4
64	O=C(CNc1ccccc1)NN=C1CCCC1	49	-1.0	-4	0.4	-1	1.1	-1	-3	1.4	1	0
